Compound activity: PubChem BioAssay, National Center for Advancing Translational Sciences (NCATS)
KCNH2 3.1 inh: blocks the human KCNH2 3.1 channel isoform; 340,000 compounds, 0.95% hits; AID 720553; U2OS KCNH2 3.1, thallium flux FluxOr; hits give low values; activity change, % (tested at about 1.8 µM);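 active = maximum activity change below -70%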;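 also: thallium influx rate constant from kinetic fluorescence after stimulation buffer; % is scaled to controls: 0 for no effect and ±100 for the full control effect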
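Steps: virus added to U2OS suspension (4 h, RT, dark); medium with 10% FBS added, cells plated, 37 C overnight; FluxOr/Red40 loading buffer 45 min RT; stimulation buffer, 2 min kinetic read; rate constant normalized.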
TCR act: T cell receptor activation | primary human leukocytes, anti-CD3, IL-2 HTRF, 48 h | 330,000 tested, under 10 active | AID 504894 | Potency, µM (top dose mostly 9.22 µM), for the others: at the highest dose activation of IL-2 secretion, usual class: activators; active = well fitted activation curve with a large enough effect; also: % of control where 0% means no effect
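HTRF read-out of IL-2 secretion: europium cryptate donor excited at 320nm, d2 acceptor emission at 665nm. Cells were primary human leukocytes incubated 48 hr with compounds and a-CD3 beads, supplying TCR signal only.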
hERG WT inh: inhibitors of human wildtype KCNH2 potassium channel. 340,000 compounds, 0.37% hits. U2OS, BacMam KCNH2, thallium flux FluxOr; hits give low values. activity change, % at 1.84 µM. Q12809;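 active = maximum activity change below -70%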; also: % is scaled to controls: 0 for no effect and ±100 for the full control effect
Target sequence (Q12809 whole entry, looked up): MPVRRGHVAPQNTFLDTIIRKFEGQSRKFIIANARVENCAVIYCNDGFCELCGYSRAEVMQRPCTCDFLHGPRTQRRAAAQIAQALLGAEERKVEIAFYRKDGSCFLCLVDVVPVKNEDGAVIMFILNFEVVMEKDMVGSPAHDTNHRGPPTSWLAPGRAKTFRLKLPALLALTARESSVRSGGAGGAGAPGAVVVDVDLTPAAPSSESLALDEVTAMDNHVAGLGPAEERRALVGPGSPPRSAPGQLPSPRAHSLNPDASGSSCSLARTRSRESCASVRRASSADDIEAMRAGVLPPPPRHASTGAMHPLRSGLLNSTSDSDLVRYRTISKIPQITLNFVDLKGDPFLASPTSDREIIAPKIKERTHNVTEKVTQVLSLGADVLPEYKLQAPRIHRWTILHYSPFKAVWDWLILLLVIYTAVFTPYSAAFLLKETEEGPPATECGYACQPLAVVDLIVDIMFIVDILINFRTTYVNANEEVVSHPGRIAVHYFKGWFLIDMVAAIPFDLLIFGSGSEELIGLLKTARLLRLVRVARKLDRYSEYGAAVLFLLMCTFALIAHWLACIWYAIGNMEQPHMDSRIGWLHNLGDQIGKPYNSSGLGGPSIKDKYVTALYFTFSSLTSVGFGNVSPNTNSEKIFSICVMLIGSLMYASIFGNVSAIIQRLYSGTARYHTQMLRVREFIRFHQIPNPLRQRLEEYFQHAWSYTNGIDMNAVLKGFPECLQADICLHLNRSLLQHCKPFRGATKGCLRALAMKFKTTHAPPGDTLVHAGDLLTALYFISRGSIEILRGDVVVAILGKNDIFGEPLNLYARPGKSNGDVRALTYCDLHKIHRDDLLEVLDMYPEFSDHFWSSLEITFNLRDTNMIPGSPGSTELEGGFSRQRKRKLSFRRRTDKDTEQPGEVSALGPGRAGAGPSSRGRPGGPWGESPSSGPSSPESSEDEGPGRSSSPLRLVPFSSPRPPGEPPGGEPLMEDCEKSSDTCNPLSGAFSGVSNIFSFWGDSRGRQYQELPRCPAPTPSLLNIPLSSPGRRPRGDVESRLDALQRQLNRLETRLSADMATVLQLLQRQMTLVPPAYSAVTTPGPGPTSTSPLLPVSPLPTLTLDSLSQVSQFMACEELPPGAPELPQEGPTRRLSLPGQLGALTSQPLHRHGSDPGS
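U2OS cells transduced with wild-type KCNH2 virus are loaded with FluxOr dye for 45 min, and thallium flux is measured in kinetic reads before and after stimulation buffer. Rate constants are normalized to DMSO controls.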
Numbers without * were called inactive. An excerpt. The share of hits here may be higher or lower than overall.

nr	Compound	hERG WT inh	TCR act	KCNH2 3.1 inh
1	COc1ccccc1N1CCN(CCc2c[nH]c3cc4c(cc23)OCO4)CC1	58.7	6.2%	-26.1
2	COC(=O)C1=C(c2ccc(S(C)(=O)=O)cc2)C[C@@H]2CC[C@H]1N2C(=O)NCc1ccc(F)cc1	2.5	2.5%	0.6
3	COc1ccc(CC2NCC(O)C2OC(C)=O)cc1 (stereo not drawn)	-4.7	3.0%	4.0
4	CC1[C@H]2Cc3ccc(O)cc3[C@]1(C)CCN2C (stereo partly drawn)	3.0	-0.8%	-4.1
5	COc1cccc2c1cc([N+](=O)[O-])c1c(C(=O)O)cc3c(c12)OCO3	6.8	-1.6%	7.3
6	COC(=O)C1=C(c2ccccc2)C[C@@H]2CC[C@H]1N2C(=O)NCc1ccccc1	0.0	-1.2%	11.9
7	Oc1cc(Cl)c(Cl)c(Cl)c1	-7.0	9.5%	-7.3
8	CN1C(=O)NC(=O)C(N=Nc2ccc(Cl)cc2)C1=O (stereo not drawn)	-3.8	2.8%	-28.0
9	Nc1ccc(Cl)c(Cl)c1	0.7	7.7%	-1.9
10	COC(=O)C1=C(c2ccc(S(C)(=O)=O)cc2)C[C@@H]2CC[C@H]1N2C(=O)N1CCC(C)CC1	-14.3	6.5%	-98.6*
11	O=C1NC(=O)C(=Cc2ccccc2[N+](=O)[O-])C(=O)N1	-8.3	-2.3%	-9.9
12	COC(=O)C1=C(c2cc3ccccc3s2)C[C@@H]2CC[C@H]1N2C(=O)NCCCOC(C)C	10.8	3.2%	2.1
13	COc1ccc(-c2ccc(OC)c(OC)c2OC)cc1	1.5	15.9%	28.9
14	CC(=O)Nc1ccc(C=C2C(=O)NC(=O)NC2=O)cc1	-5.5	5.4%	17.3
15	C#C[C@]1(O)CCC2C3C(=O)C=C4C(Cl)=CCC[C@]4(C)C3CC[C@@]21C (stereo partly drawn)	3.2	4.0%	-5.2
16	C[C@]12CCC3C(CC[C@H]4[C@H](O)[C@H](O)CC[C@]34C)C1CCC2=O (stereo partly drawn)	-1.1	-4.4%	-22.2
17	O=C1NC(=O)C(Nc2ccccc2)C(=O)N1	2.0	-4.2%	57.0
18	O=[N+]([O-])c1cccc(NP(=O)(N2CC2)N2CC2)c1	-7.5	10.9%	4.8
19	CC1CN1P(=O)(Oc1ccc2ccccc2c1)N1CC1C (stereo not drawn)	-9.2	5.1%	-3.6
20	O=C(O)CCCOc1ccc(Cl)cc1Cl	8.2	-4.2%	-14.8
21	Cc1cc(C)c(C)c(C(O)(C(=O)O)c2ccccc2)c1C (stereo not drawn)	-6.9	3.7%	-22.8
22	CCOC(=O)CCCCCNC(=O)c1c(O)[nH]c(=O)[nH]c1=O	-0.7	1.2%	0.7
23	CCOC(=O)c1cnc(SCc2ccc(Cl)c(Cl)c2)nc1N1CC1	-10.2	-1.8%	-27.8
24	COc1cc(C2c3cc4c(cc3CC3COC(=O)C32)OCO4)cc(OC)c1O (stereo not drawn)	-0.3	-0.2%	9.6
25	COc1cccc2c1C(=O)c1c(O)c3c(c(O)c1C2=O)CC(O)(C(C)=NO)CC3OC1CC(N)C(O)C(C)O1 (stereo not drawn)	-1.2	3.0%	3.7
26	C[C@@H]([C@@H](O)c1ccccc1)N(C)C(=O)Cc1ccccc1	4.5	7.1%	8.5
27	N#CC1C(C#N)C2CCC1C1C2N1c1ccccc1 (stereo not drawn)	-1.7	-3.0%	9.8
28	C=C(C)[C@@H]1[C@H]2OC(=O)[C@H]1[C@]1(O)C[C@H]3O[C@]34C(=O)O[C@H]2[C@]14C	-6.0	3.2%	3.1
29	COC(=O)C1=C(c2cc3ccccc3o2)C[C@@H]2CC[C@H]1N2C(=O)NCc1cccc2ccccc12	1.1	-24.3%	-5.6
30	O=C(O)COc1ccc(Cl)cc1Cl	-16.4	-2.5%	5.2
31	CCOC(=O)CC1c2ccccc2-n2nncc2CN1Cc1ccc(OC)cc1 (stereo not drawn)	5.1	0.5%	-3.1
32	NP(=O)(Oc1ccccc1)c1ccccc1 (stereo not drawn)	-26.1	1.6%	1.2
33	CC(=O)OC1(C)CC(C)C(=O)C(C(O)CC2CC(=O)NC(=O)C2)C1 (stereo not drawn)	1.7	1.3%	2.6
34	COC(=O)C1C(C(=O)O)C2(Cl)C(Cl)=C(Cl)C1(Cl)C2(Cl)Cl (stereo not drawn)	-15.7	-0.1%	4.0
35	O=C1NC(=O)C(Cc2ccccc2)(Cc2ccccc2)C(=O)N1Cc1ccccc1	-15.7	-7.3%	-35.7
36	S=C(N1CCCCCC1)N1CC1	0.0	-2.2%	0.5
37	CN(CC=CCN(C)P(=S)(N1CC1)N1CC1)P(=S)(N1CC1)N1CC1	-6.0	-28.5%	7.1
38	Cc1cc(-c2cc(C)c(N)c(C)c2)cc(C)c1N	3.8	-13.8%	15.6
39	C=C1C(=O)OC2C1CCC(C)C1(O)C=CC(=O)C21C (stereo not drawn)	3.0	-5.4%	7.3
40	Cc1ccc(S(=O)(=O)N2Cc3ccccc3-n3nncc3C2)cc1	-1.3	-6.1%	-0.4

In the list so far, these have a COOH group:
nr	Compound	hERG WT inh	TCR act	KCNH2 3.1 inh
5	COc1cccc2c1cc([N+](=O)[O-])c1c(C(=O)O)cc3c(c12)OCO3	6.8	-1.6%	7.3
20	O=C(O)CCCOc1ccc(Cl)cc1Cl	8.2	-4.2%	-14.8
21	Cc1cc(C)c(C)c(C(O)(C(=O)O)c2ccccc2)c1C (stereo not drawn)	-6.9	3.7%	-22.8
30	O=C(O)COc1ccc(Cl)cc1Cl	-16.4	-2.5%	5.2
34	COC(=O)C1C(C(=O)O)C2(Cl)C(Cl)=C(Cl)C1(Cl)C2(Cl)Cl (stereo not drawn)	-15.7	-0.1%	4.0

Going on with the list.
nr	Compound	hERG WT inh	TCR act	KCNH2 3.1 inh
41	CC[C@H](C)/C=C(C)/C=C/C1=CC2=C(Cl)C(=O)[C@@](C)(OC(C)=O)C(=O)C2=CO1	-3.1	1.7%	-0.2
42	C[C@]12CCC3C(CC[C@H]4[C@H](O)[C@H](O)CC[C@]34C)C1CC[C@@H]2O (stereo partly drawn)	-3.7	-6.0%	13.6
43	N#CC(=C(O)c1ccc(S(=O)(=O)N(CCCl)CCCl)cc1)c1nc2ccccc2[nH]1	-3.0	2.7%	-1.7
44	CN1CC2=CC(O)CC3Oc4c(O)ccc(c4[C@]23C)C1 (stereo partly drawn)	-2.4	1.1%	-20.3
45	O=C1N[C@@H](Cc2ccccc2)C(=O)N2[C@H]1C[C@H]1c3ccccc3N(OOSc3ccccc3)[C@H]12	-8.7	2.8%	19.4
46	COc1ccc(C(=O)N2Cc3cnnn3-c3ccccc3C2C#N)cc1 (stereo not drawn)	0.9	1.7%	16.1
47	CNC(=O)Oc1ccccc1OC(C)C	2.2	2.0%	3.9
48	Cc1cc(C)c2c(c1)NP(=S)(c1ccccc1)N2 (stereo not drawn)	0.8	-5.5%	12.0
49	c1ccc(CCN2CCC3(CC2)OCCO3)cc1	3.5	-4.8%	-0.7
50	CCOC(=O)c1ccccc1C(=O)OCC	-30.6	-13.6%	0.8
51	CC(=O)O[C@@H]1/C=C/[C@](C)(O)C[C@@H](C)C/C=C/[C@H]2[C@H](O)C(C)=C(C)[C@H]3[C@H](Cc4ccccc4)NC(=O)[C@@]123	6.8	3.0%	-6.3
52	CN1CC(Br)C(=O)NC1=O (stereo not drawn)	-4.0	-0.5%	-1.9
53	CCOC(=O)CC(SP1(=S)OCC2(CCCCO2)C(C2CCCCO2)O1)C(=O)OCC (stereo not drawn)	-7.7	-0.2%	0.3
54	CCC1C2Cc3ccc(O)cc3C1(CC)CCN2C (stereo not drawn)	-8.7	-8.3%	-4.7
55	COc1cc(C(=O)NN=Cc2ccc(N(CCCl)CCCl)cc2)cc(OC)c1OC	-0.1	-0.4%	-10.1
56	Cc1ccc2c(C)c3ccc4ccccc4c3c[n+]2c1	0.0	1.9%	1.9
57	CS(=O)(=O)N1Cc2ccccc2-n2nncc2C1	-2.7	-7.6%	-38.6
58	CC=C(C)C(=O)OC1CCN2CC=C(COC(=O)C(O)(C(C)OC)C(C)(C)O)C12 (stereo not drawn)	1.1	-5.8%	-11.3
59	CCOC(=O)[C@]12Cc3ccccc3[C@H]1N(Cc1ccccc1)C(=O)c1ccccc12	-2.4	-4.8%	-3.5
60	CC(=O)O[C@@H]1/C=C/[C@](C)(O)C[C@@H](C)C/C=C/[C@H]2[C@@H]3O[C@]3(C)[C@@H](C)[C@H]3[C@H](Cc4ccccc4)NC(=O)[C@@]312	0.5	7.4%	4.4
61	CCc1nc2ccc(Br)cc2c(=O)n1-c1ccccc1C(F)(F)F	-1.8	3.4%	0.2
62	c1ccc2c(c1)CNCc1cnnn1-2	-1.4	-1.2%	-3.9
63	O=C(Cc1cc(=O)oc2cc(O)ccc12)NN=Cc1ccc(N(CCCl)CCCl)cc1	2.3	-8.3%	20.6
64	NCCc1c(Cc2ccccc2)[nH]c2ccccc12	9.1	1.0%	8.6
65	Nc1cccc2c1Cc1cc([N+](=O)[O-])ccc1-2	-2.9	-2.0%	6.8
66	Cc1[nH]c2ccccc2c1CCN	-5.9	-8.0%	16.4
67	CN1[C@@H]2CCC[C@H]1CC(=O)C2	1.1	-3.4%	-8.7
68	CNC1(c2ccccc2Cl)CCCCC1=O (stereo not drawn)	-9.9	8.7%	11.5
69	COC(=O)C1=C(c2cc3ccccc3s2)C[C@@H]2CC[C@H]1N2C(=O)NCc1ccccc1	-6.0	-1.3%	-22.0
70	COC(=O)C1=C(c2ccccc2)C[C@@H]2CC[C@H]1N2C(=O)NC1CC1	-2.6	-1.0%	-4.7
71	Cc1cc(N(CCCl)CCCl)ccc1C=Cc1ccncn1	-3.8	-4.9%	3.5
72	COC(=O)C1=C(c2cccc(OC)c2OC)C[C@@H]2CC[C@H]1N2C(=O)NC(C)C	-7.7	-2.9%	25.9
73	CC1OC(OC2C=C3CCC4C(CCC5(C)C(c6ccc(=O)oc6)CCC45O)C3(C)CC2)C(O)C(OC2OC(CO)C(O)C(O)C2O)C1O (stereo not drawn)	-1.0	-0.7%	-6.3
74	CC(=O)N(C)C1=Nc2ccc(Cl)cc2C(c2ccccc2)=[N+]([O-])C1	23.3	11.0%	-1.5
75	CCC1CN1P(=O)(c1ccccc1)N1CC1CC (stereo not drawn)	-0.3	-3.8%	0.2
76	CC(=O)OC1C(=O)OCC23CCC4(C)OC4C2OC2CC(OC(=O)C=CC=CC(=O)OCCC1C)C3(C)C21CO1 (stereo not drawn)	17.9	-2.2%	33.6
77	COC(=O)C1=C(c2cc3ccccc3s2)C[C@@H]2CC[C@H]1N2C(=O)NC1CC1	-12.5	-9.2%	1.8
78	CNC(=O)Oc1cc2c(cc1C(C)(C)C)CCC2	2.3	3.7%	-3.6
79	COc1cc2c(cc1OC)C13CCN4CC5=CCOC6CC(=O)N2C1C6C5C3C4 (stereo not drawn) (tested in a mixture with another compound)	-2.8	9.2%	-0.9
80	COc1cc2c(ccc3c4cc(OC)c(OC)cc4c[n+](C)c23)cc1O	0.0	-0.8%	-0.6
81	COC(=O)C1=C(c2cc3ccccc3s2)C[C@@H]2CC[C@H]1N2C(=O)NCc1ccc(F)cc1	5.7	-3.3%	-49.0

Quoted from above: entries 65–71
nr	Compound	hERG WT inh	TCR act	KCNH2 3.1 inh
65	Nc1cccc2c1Cc1cc([N+](=O)[O-])ccc1-2	-2.9	-2.0%	6.8
66	Cc1[nH]c2ccccc2c1CCN	-5.9	-8.0%	16.4
67	CN1[C@@H]2CCC[C@H]1CC(=O)C2	1.1	-3.4%	-8.7
68	CNC1(c2ccccc2Cl)CCCCC1=O (stereo not drawn)	-9.9	8.7%	11.5
69	COC(=O)C1=C(c2cc3ccccc3s2)C[C@@H]2CC[C@H]1N2C(=O)NCc1ccccc1	-6.0	-1.3%	-22.0
70	COC(=O)C1=C(c2ccccc2)C[C@@H]2CC[C@H]1N2C(=O)NC1CC1	-2.6	-1.0%	-4.7
71	Cc1cc(N(CCCl)CCCl)ccc1C=Cc1ccncn1	-3.8	-4.9%	3.5
